# Bioassay records deposited in PubChem by several laboratories.
# KCNQ1 block = human KCNQ1 channel inhibition. P51787. CHO-K1 KCNQ1, FluxOR thallium flux fluorescence; active compounds read high. B-score at 10 µM. hit rate 1.3% among 310,000;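 active = compounds whose thallium flux B-score, printed positive for inhibition, exceeds three library SD while starting fluorescence stays within three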;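 note: channel opened by potassium depolarization with thallium stimulus after 20 min compound exposure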
# RGS4 act = RGS4 potentiation or activation; HEK293 M3R/inducible RGS4, carbachol calcium flux Fluo4; active compounds read low; B-score at 10 µM; hit rate 0.92% among 310,000;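 active = B-score of the integrated calcium signal more than 4 SD below the library mean, with starting fluorescence not abnormally high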;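 note: negative B-score means reduced calcium response which marks RGS4 activation or potentiation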
#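 Also added: carbachol at ECmax as muscarinic agonist stimulus; Assay system: HEK293 cells with stable M3R and inducible RGS4; Timing: overnight RGS4 induction, 30 min dye load 37 °C, 20 min compound RT; Measured by: Fluo4-AM (2 µM) calcium-flux fluorescence, kinetic read.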
# GSK3 alpha inh = human GSK-3 alpha kinase inhibition. AID 2650. ADP-Glo luminescence, 60 min. hit rate 0.1% among 320,000. P49840. inhibition, % at 10 µM;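 in the data active = inhibition above about 50%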;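 note: GST-tagged GSK-3 alpha with peptide substrate and 25 µM ATP; 0% = DMSO neutral wells and 100% = GW8510 positive control wells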
# Target sequence (P49840 whole entry, looked up): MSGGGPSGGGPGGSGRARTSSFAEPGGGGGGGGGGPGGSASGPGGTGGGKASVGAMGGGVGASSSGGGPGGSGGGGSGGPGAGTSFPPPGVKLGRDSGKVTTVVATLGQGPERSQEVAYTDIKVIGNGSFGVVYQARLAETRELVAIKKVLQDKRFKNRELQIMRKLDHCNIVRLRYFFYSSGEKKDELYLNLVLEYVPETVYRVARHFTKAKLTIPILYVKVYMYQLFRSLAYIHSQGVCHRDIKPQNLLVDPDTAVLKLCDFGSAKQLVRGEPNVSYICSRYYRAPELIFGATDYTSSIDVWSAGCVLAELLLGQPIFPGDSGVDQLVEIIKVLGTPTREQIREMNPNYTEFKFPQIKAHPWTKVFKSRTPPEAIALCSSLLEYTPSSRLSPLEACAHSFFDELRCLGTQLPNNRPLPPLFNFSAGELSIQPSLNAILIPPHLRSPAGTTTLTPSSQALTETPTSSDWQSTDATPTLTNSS
# GSK3B inh = blocks human GSK3beta kinase activity | GST-GSK3beta kinase, ADP-Glo luminescence, 60 min; active compounds read low | activity score (negative = inhibition), % at 10 µM | hit rate 0.038% among 300,000 | AID 2097;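 active = more than half of replicate wells score below -50%, meaning over 50% inhibition versus plate controls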;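 note: 0% = median DMSO wells and -100% = median GW8510 positive control wells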
#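 Test system: GST-fused GSK3beta enzyme, cell-free | Quantity: 1.6 ng GST-GSK3beta enzyme per well | Reagent: 25 µM ATP with peptide substrate | Schedule: 60 min enzyme reaction, room temperature | Signal: Luminescent ADP-Glo measurement of ADP formed | Read-out basis: Score relative to plate controls | Control set: DMSO and 20 µM GW8510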
# DYRK1A inh = Dyrk1A (rat) kinase inhibition | ADP-Glo luminescence, NFATc1 peptide | inhibition, % at 12.5 µM | hit rate 0.43% among 310,000; in the data active = inhibition above about 50%;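 note: plate controls were vehicle with enzyme for no effect and no enzyme for full effect; many of its hits are not listed in these tables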
# KCNK9 block = inhibitors of human KCNK9 two-pore domain potassium channel | Q9NPC2 | HEK293 KCNK9, FluxOR thallium flux fluorescence; active compounds read low | B-score at 10 µM | hit rate 1.2% among 310,000 | AID 488922;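 active = ratio B-score over 3 SD below the library mean, with starting fluorescence within 5 SD of its mean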;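 note: negative B-score means less thallium flux so channel inhibition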
# Target sequence (Q9NPC2 whole entry, looked up, the tested form may be a part): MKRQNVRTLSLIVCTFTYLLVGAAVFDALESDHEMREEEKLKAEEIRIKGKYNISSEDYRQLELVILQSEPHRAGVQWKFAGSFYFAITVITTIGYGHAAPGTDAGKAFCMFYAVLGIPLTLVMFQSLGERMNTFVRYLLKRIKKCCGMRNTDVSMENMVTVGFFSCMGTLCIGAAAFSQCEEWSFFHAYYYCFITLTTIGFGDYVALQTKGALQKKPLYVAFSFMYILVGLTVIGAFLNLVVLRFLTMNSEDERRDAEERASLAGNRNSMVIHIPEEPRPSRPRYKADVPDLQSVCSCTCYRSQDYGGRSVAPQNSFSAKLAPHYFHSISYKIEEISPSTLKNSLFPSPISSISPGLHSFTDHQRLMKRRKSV
# PolyA inhibitor = blocks polyadenylation in yeast reporter cells; S. cerevisiae SKY197-pL101 polyadenylation reporter, beta-gal luminescence; efflux-impaired pdr1/pdr3 knockout yeast; score 100 = 6 SD above DMSO; calls only at 12 µM; hit rate 0.02% among 300,000; AID 1875;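 active = lowest replicate activity score at least 50, where 100 means six control SD above control mean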;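 note: yeast exposed to compound for 9 h at 30 °C; higher score means more reporter readthrough which indicates perturbed polyadenylation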
# hERG protect = compounds protecting human hERG from proarrhythmic drug block; Q12809; CHO-hERG, FluxOR thallium flux, dofetilide IC70 present; activation (rescue from dofetilide block), less the hit threshold, % at 10 µM; hit rate 0.51% among 310,000; AID 1511;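 active = activation above the mean of controls blocked by dofetilide plus 5 SD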;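 note: thallium influx through hERG after potassium depolarization seen as dye fluorescence rise; in these data hits start at about 4.7%; inactives centre near -7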
# RGS4 block = human RGS4 inhibition; HEK293 M3R/RGS4 inducible, Fluo-4 calcium flux; active compounds read high; triggered by carbachol at its EC20; P49798; B-score at 10 µM; AID 463165; hit rate 0.45% among 310,000;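 active = B-score, a plate-corrected calcium signal, over three deviations above library mean, with baseline fluorescence within five deviations of library mean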;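 note: RGS4 expression induced by doxycycline in cells with stable M3 receptor; B-score is computed from the integrated fluorescence ratio over baseline after carbachol; higher B-score means a larger calcium signal and so more RGS4 inhibition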
# Target sequence (P49798 whole entry, looked up): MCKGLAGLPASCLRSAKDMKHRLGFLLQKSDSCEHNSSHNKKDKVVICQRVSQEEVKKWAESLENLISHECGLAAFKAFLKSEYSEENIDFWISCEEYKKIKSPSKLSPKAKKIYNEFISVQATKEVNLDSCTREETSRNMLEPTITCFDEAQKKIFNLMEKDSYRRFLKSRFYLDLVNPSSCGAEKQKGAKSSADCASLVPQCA
# KCNK3 block = human KCNK3 channel inhibition, primary screen. CHO-KCNK3 thallium flux, FluxOR fluorescence; active compounds read low. B-score at 10 µM. hit rate 0.84% among 340,000;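 active = B-score under library mean minus 4 SD, starting fluorescence ratio at most library mean plus 5 SD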;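 note: more negative B-score means stronger inhibition of thallium flux through KCNK3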
# KCNQ1 act = potentiates or activates the human KCNQ1 potassium channel; P51787; CHO-K1 KCNQ1, thallium flux FluxOR fluorescence; active compounds read high; B-score at 10 µM; hit rate 0.35% among 310,000;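 active = fluorescence ratio B-score, a plate-corrected score, at least three library SD, with initial intensity B-score within 5 SD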
#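 Medium – assay buffer, equal DMSO in all wells · Material – CHO-K1 cell line with stable KCNQ1 potassium channel expression · Signal – kinetic FluxOR thallium fluorescence, 10-s 1-Hz baseline, 110-s post-stimulus read · Compound – single concentration per compound, DMSO matched to controls · Schedule – 37 °C overnight plating, 90-min dark dye load, 20-min compound pretreatment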
# * hit, by the source's call; i = inactive; nt = not tested or not shown. Not all compounds are listed; rates above refer to the full screens.
1) CCCCCCC(=O)OCC(=O)c1ccc2c(c1)NC(=O)CO2
2) COc1ccc2nc(-c3cccc(N)c3)[nH]c2c1
3) O=C(c1ccc(CS(=O)Cc2ccc(Cl)cc2)o1)N1CCN(c2cccc(Cl)c2)CC1 (stereo not given)
4) O=C1CC(Nc2ccc(N3CCOCC3)cc2)C(=O)N1c1ccccc1F (stereo not given)
5) COc1ccc(OC)c2[nH]c(=O)c(CCNC(=O)C3CCCCC3)cc12
6) O=C(O)c1ccccc1-c1ccccc1C(=O)Nc1cccc2ccccc12
7) COC(=O)c1cnn(-c2cc(Oc3cccc(C)c3)ncn2)c1N
8) Clc1ccc(CN2CCCCCCC2)cc1
Assay by compound,1,2,3,4,5,6,7,8
KCNQ1 block,i,i,i,i,i,i,i,i
RGS4 act,i,i,i,i,i,i,i,i
GSK3 alpha inh,0,-1,-2,0,-1,nt,0,-1
GSK3B inh,-9,-1,4,2,3,1,2,0
DYRK1A inh,nt,8,7,4,-8,-4,10,-6
KCNK9 block,i,i,i,i,i,i,i,i
PolyA inhibitor,i,i,i,i,i,i,i,i
hERG protect,-11,-8,-12,-8,-9,-10,-8,-8
RGS4 block,i,i,i,i,i,i,i,i
KCNK3 block,i,i,i,i,i,i,i,i
KCNQ1 act,i,i,i,i,i,i,i,i

9) CN(C)c1cc(N/N=C\c2ccccc2)nc(N(C)C)n1
10) O=C(COC(=O)CCc1c[nH]c2ccccc12)Nc1ccc([N+](=O)[O-])cc1
11) CCc1noc(C)c1C(=O)Nc1nc2c(C)cccc2s1
12) O=C(CN(Cc1cccs1)C(=O)CNS(=O)(=O)c1ccc(Cl)cc1)NCc1ccco1
13) O=C(c1ccc(Cn2c(=S)[nH]c3ccc(Br)cc3c2=O)cc1)N1CCN(C2CCCCC2)CC1
14) CC(C)(C)N1C(=O)[C@H]2[C@@H](c3ccc(Br)cc3)N3C(=O)N(c4ccc(Br)cc4)C(=O)[C@@]3(Cc3ccccc3)[C@H]2C1=O
15) O=C(CNC(=S)N(Cc1ccccc1F)C1CCCCC1)NCCCN1CCOCC1
16) CC(=O)Nc1ccc2c(c1)NC(=O)CC2
Assay by compound,9,10,11,12,13,14,15,16
KCNQ1 block,i,i,i,i,i,i,i,i
RGS4 act,i,i,i,i,i,i,i,i
GSK3 alpha inh,0,-3,-2,-1,-4,-1,-1,7
GSK3B inh,-7,1,-1,-1,0,-5,-2,0
DYRK1A inh,11,-4,8,0,-7,-8,nt,3
KCNK9 block,i,i,i,i,i,i,i,i
PolyA inhibitor,i,i,i,i,i,i,nt,i
hERG protect,-17,-5,-15,-5,-17,-2,-7,-13
RGS4 block,i,i,i,i,i,i,i,i
KCNK3 block,i,i,i,i,i,i,i,i
KCNQ1 act,i,i,i,i,i,i,i,i

17) C=CCn1c(=N)n(CC(=O)O)c2ccccc21
18) CCCCCCn1c(C(C)NC(=O)c2ccco2)nc2ccccc21 (stereo not given)
19) CCN(CC)S(=O)(=O)c1ccc(NC(=O)COC(=O)CCc2cc(OC)c(OC)c(OC)c2)cc1
20) O=C(/C=C/c1cccs1)N1CCc2ccccc21
21) O=C(CN1C(=O)NC2(CCCC2)C1=O)Nc1cc(C(F)(F)F)ccc1N1CCCCC1
22) Cc1ccc(N(CC(O)CN2CCCCC2)S(=O)(=O)c2ccccc2)cc1 (stereo not given)
23) CC1CCC2C(=O)N(c3ccc(C(=O)Oc4cccc5cccnc45)cc3)C(=O)C2C1 (stereo not given)
24) CCOc1ccc(C(=O)O)cc1OC
Assay by compound,17,18,19,20,21,22,23,24
KCNQ1 block,i,i,i,i,i,i,i,i
RGS4 act,i,i,i,i,i,i,i,i
GSK3 alpha inh,-1,-2,0,1,1,94*,-3,-3
GSK3B inh,4,-3,-2,-4,nt,1,2,-2
DYRK1A inh,-5,1,-1,1,1,-2,-4,2
KCNK9 block,i,i,i,i,i,i,i,i
PolyA inhibitor,i,i,i,i,i,i,i,i
hERG protect,-6,-7,-7,-5,-7,-6,-5,-12
RGS4 block,i,i,i,i,i,i,5.2*,i
KCNK3 block,i,i,i,i,i,i,i,i
KCNQ1 act,i,i,i,i,i,i,i,i

25) CC1(OC(=O)CCc2ccccc2)C(=O)C=C2C=C(c3ccc(C#N)cc3)N(Cc3ccccc3)C=C2C1=O (stereo not given)
26) CN1CCN(C2=Cc3cc(Cl)ccc3Sc3cc(F)ccc32)CC1
27) CN1CCN(C(=O)c2ccccc2-c2nc(-c3ccccc3)no2)CC1
28) Cc1ccc2nc(SCC(=O)OCc3ccccc3)nc(=O)n2c1
29) O=C(CCCN1C(=O)/C(=C/c2ccccc2Cl)SC1=S)NNC(=O)c1ccc(Cl)cc1Cl
30) CC/C=C/C(=O)N1CC2(CC(c3cccc(NC(=O)COc4ccc(Cl)cc4)c3)=NO2)C[C@H]1C(N)=O (stereo not given in full)
31) CCN1CCN(c2cc(C)c3cc(NC(=O)c4cccnc4Cl)ccc3n2)CC1
32) COc1cc(/C=C2\C(=N)N3N=C(S(C)(=O)=O)SC3=NC2=O)cc(OC)c1OCCOc1cccc(C)c1
Assay by compound,25,26,27,28,29,30,31,32
KCNQ1 block,i,i,i,i,i,i,i,i
RGS4 act,i,-8*,i,i,i,i,i,i
GSK3 alpha inh,-3,10,-1,nt,-1,-1,3,-7
GSK3B inh,0,-3,0,2,0,0,2,7
DYRK1A inh,12,0,3,-7,-5,5,4,-5
KCNK9 block,i,i,i,i,i,i,i,i
PolyA inhibitor,i,i,nt,i,i,i,i,i
hERG protect,-12,-31,-6,-13,-9,-13,-12,-34
RGS4 block,i,i,i,i,i,i,i,i
KCNK3 block,i,i,i,i,i,i,i,i
KCNQ1 act,i,i,i,i,i,i,i,i

# 8 entries out of the list, arranged by heavy-atom count, highest first.
25) CC1(OC(=O)CCc2ccccc2)C(=O)C=C2C=C(c3ccc(C#N)cc3)N(Cc3ccccc3)C=C2C1=O (stereo not given)
32) COc1cc(/C=C2\C(=N)N3N=C(S(C)(=O)=O)SC3=NC2=O)cc(OC)c1OCCOc1cccc(C)c1
29) O=C(CCCN1C(=O)/C(=C/c2ccccc2Cl)SC1=S)NNC(=O)c1ccc(Cl)cc1Cl
23) CC1CCC2C(=O)N(c3ccc(C(=O)Oc4cccc5cccnc45)cc3)C(=O)C2C1 (stereo not given)
22) Cc1ccc(N(CC(O)CN2CCCCC2)S(=O)(=O)c2ccccc2)cc1 (stereo not given)
27) CN1CCN(C(=O)c2ccccc2-c2nc(-c3ccccc3)no2)CC1
28) Cc1ccc2nc(SCC(=O)OCc3ccccc3)nc(=O)n2c1
24) CCOc1ccc(C(=O)O)cc1OC
Assay by compound,25,32,29,23,22,27,28,24
KCNQ1 block,i,i,i,i,i,i,i,i
RGS4 act,i,i,i,i,i,i,i,i
GSK3 alpha inh,-3,-7,-1,-3,94*,-1,nt,-3
GSK3B inh,0,7,0,2,1,0,2,-2
DYRK1A inh,12,-5,-5,-4,-2,3,-7,2
KCNK9 block,i,i,i,i,i,i,i,i
PolyA inhibitor,i,i,i,i,i,nt,i,i
hERG protect,-12,-34,-9,-5,-6,-6,-13,-12
RGS4 block,i,i,i,5.2*,i,i,i,i
KCNK3 block,i,i,i,i,i,i,i,i
KCNQ1 act,i,i,i,i,i,i,i,i

# Additional structures follow.
33) O=C(COc1ccccc1[N+](=O)[O-])N(Cc1ccccc1)c1ccccn1
34) Cc1csc(NC(=O)c2c(-c3c(Cl)cccc3Cl)noc2C)n1
35) O=C(COc1ccc(F)c(Cl)c1)N1CCN(c2ccccn2)CC1
36) CCCOc1cccc(C(=O)Nc2cccnc2)c1
37) CC(=O)Nc1ccc(S(=O)(=O)c2ccc([N+](=O)[O-])cc2)cc1
38) COc1ccc2ccccc2c1CNCc1ccccn1
39) Cc1nn(CC2CCCCC2)c(N)c1-c1ccccc1
40) Cc1ccc(Nc2nc(-c3sc(NC(=O)c4ccco4)nc3C)cs2)cc1
Assay by compound,33,34,35,36,37,38,39,40
KCNQ1 block,i,i,i,i,i,i,i,i
RGS4 act,i,i,i,i,i,i,i,i
GSK3 alpha inh,-1,-2,7,3,2,1,-2,-1
GSK3B inh,1,2,-2,-6,0,-4,2,0
DYRK1A inh,-1,9,3,-1,-4,4,9,22
KCNK9 block,i,i,i,i,i,i,i,i
PolyA inhibitor,i,i,i,i,i,i,i,i
hERG protect,-5,-8,-9,-3,-12,-11,-6,-27
RGS4 block,i,i,i,i,i,i,i,i
KCNK3 block,i,i,i,i,i,i,i,i
KCNQ1 act,i,i,i,i,i,i,i,i

41) CC1(C)CC(=O)C=C(c2cccs2)C1
42) O=C(Nc1ccc(S(=O)(=O)Nc2ccccn2)cc1)c1cccc([N+](=O)[O-])c1
43) COc1ccc(N2C(=O)CC(N(Cc3ccc(S(N)(=O)=O)cc3)C(C)=O)C2=O)cc1 (stereo not given)
44) CCCn1c2c(c(O)c(C(=O)Nc3nc4ccccc4s3)c1=O)CCCC2
45) COCCCn1cnnc1SCC(=O)Nc1ccc(S(=O)(=O)N2CCCC2)cc1
46) COc1cc2c(cc1OC)C1=C(C#N)CC/C(=N\S(=O)(=O)c3cccc(Cl)c3)N1CC2
47) CCc1cc(=O)oc2c(C)c(OC(C)C(=O)N3CC[C@@]4(O)CCCC[C@H]4C3)ccc12 (stereo not given in full)
48) O=C(Nc1nc2c(s1)CCCC2)c1ccc(S(=O)(=O)N2CCCc3ccccc32)cc1
49) COc1ccc(NC(=O)c2ccc(-c3ccc([N+](=O)[O-])cc3)o2)cc1
Assay by compound,41,42,43,44,45,46,47,48,49
KCNQ1 block,i,i,i,i,i,i,i,i,i
RGS4 act,i,i,i,i,i,i,i,i,i
GSK3 alpha inh,-3,1,-1,1,-1,-3,-1,-3,-3
GSK3B inh,1,1,3,2,1,1,2,-2,1
DYRK1A inh,1,1,1,3,9,2,10,1,-4
KCNK9 block,i,i,i,i,i,i,i,i,i
PolyA inhibitor,i,i,i,i,i,i,i,i,i
hERG protect,-3,-4,-7,-5,-11,-10,-4,-9,-11
RGS4 block,i,i,i,i,i,i,i,i,i
KCNK3 block,i,i,i,i,i,i,i,i,i
KCNQ1 act,i,i,i,i,i,i,i,i,i
